HCMV antiviral: inhibitors of human cytomegalovirus | HFF cells, HCMV-luciferase reporter, 72 h; hits give low values | activity change, negative = inhibition, % at 57.5 µM | 4.5% of 410,000 active | AID 1259415; in the data active = activity change below about -60%; inconclusive = no clear call, values can overlap the other calls; inactive = above about -39%
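Steps: HFFs plated, 16 h 37C; compounds added; HCMV-luciferase added to MOI 1 PFU/cell; 72 h 37C; OneGlo reagent, 5 min room temperature; luminescence read, normalized to controls.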
AmpC detergent: inhibitors of E. coli AmpC beta-lactamase with detergent; AmpC hydrolysis of nitrocefin, absorbance 480 nm, 0.01% Triton; Potency, µM (highest dose often 114 µM), inactives show top-dose activity change, negative = inhibition, actives largely listed as inhibitors; 0.041% of 370,000 active; AID 485294;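 also: potency is read from the fitted curve at half-maximal effect; 0% = no-compound wells and -100% = no-enzyme wells; nearly all actives have a fitted effect of over 25% in size; some results filed as inactive show a strong effect at the top dose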
Target sequence (P00811 whole entry, looked up): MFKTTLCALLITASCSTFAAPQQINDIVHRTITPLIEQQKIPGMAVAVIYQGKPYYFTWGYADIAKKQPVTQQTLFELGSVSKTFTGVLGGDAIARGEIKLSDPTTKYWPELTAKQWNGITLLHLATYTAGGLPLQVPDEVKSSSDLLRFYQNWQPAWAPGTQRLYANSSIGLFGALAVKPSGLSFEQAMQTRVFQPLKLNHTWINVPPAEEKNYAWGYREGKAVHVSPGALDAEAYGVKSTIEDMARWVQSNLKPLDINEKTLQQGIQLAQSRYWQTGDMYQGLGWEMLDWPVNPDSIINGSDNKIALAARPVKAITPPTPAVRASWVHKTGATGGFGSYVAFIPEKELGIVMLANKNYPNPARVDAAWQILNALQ
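AmpC (5.3 nM in the dispensed reagent) in 20 mM phosphate pH 7.0 with 0.01% (detergent screen) or 0.0001% Triton X-100 was preincubated with compounds for 15 min at room temperature. Nitrocefin was then added from an 800 uM solution, and hydrolysis was followed at 480 nm.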
HCV inhibitor: inhibitors of hepatitis C virus infection; AID 651820; Potency, µM (titrated, usually from 41.8 µM), for inactives: at the highest dose activity change, negative = inhibition, most hits filed as inhibitors; Huh7.5.1 HCVcc-Cre infection, luciferase reporter, 44 h; 3.4% of 340,000 active; also: potency is read from the fitted curve at half-maximal effect
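A cell-based infection assay in which seeded cells (1,000 per well) receive test compound after 4 h, are inoculated with HCVcc-Cre at approximately 0.5 moi, and are incubated 44 h before luminescence detection.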
AmpC no deterg: AmpC beta-lactamase inhibition without detergent | P00811 | AmpC nitrocefin hydrolysis, absorbance 480 nm, 0.0001% Triton | Potency, µM (series often up to 57.1 µM), for the others: at the top dose activity change, negative = inhibition, actives largely listed as inhibitors | 0.52% of 330,000 active | AID 485341;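 also: potency is read from the fitted curve at half-maximal effect; plate controls were no compound for no effect and no enzyme for full effect; nearly all actives have a fitted effect of over 20% in size; some results filed as inactive show a strong effect at the top dose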
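AmpC (5.3 nM in the dispensed reagent) in 20 mM phosphate pH 7.0 with 0.01% (detergent screen) or 0.0001% Triton X-100 was preincubated with compounds for 15 min at room temperature. Nitrocefin was then added from an 800 uM solution, and hydrolysis was followed at 480 nm.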
Sm TGR inh: S. mansoni TGR enzyme inhibition. AID 485364. Potency, µM (titrated, usually from 114 µM), inactives show at the top dose activity change, negative = inhibition, hits mostly inhibitors. 3% of 360,000 active. purified TGR, DTNB reduction, TNB absorbance 405 nm. Q962Y6; also: potency is read from the fitted curve at half-maximal effect; nearly all actives have a fitted effect of over 60% in size
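TGR 20 nM + NADPH 100 uM (dispensed conc.), cpd preinc 15 min RT; start with NADPH (500 uM addition) then DTNB (15 mM addition). Kinetic TNB absorbance, 405 nm filter. Four-parameter Hill fit across titration.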
Giardia FBPA inh: Giardia lamblia aldolase inhibition; A8B2U2; purified Giardia FBPA; Potency, µM (titrated, usually from 59.6 µM), inactives show at the highest dose activity, negative = inhibition, hits mostly inhibitors; 0.71% of 290,000 active; AID 2451; also: potency is read from the fitted curve at half-maximal effect; nearly all actives have a fitted effect of over 55% in size
Target sequence (A8B2U2 whole entry, looked up): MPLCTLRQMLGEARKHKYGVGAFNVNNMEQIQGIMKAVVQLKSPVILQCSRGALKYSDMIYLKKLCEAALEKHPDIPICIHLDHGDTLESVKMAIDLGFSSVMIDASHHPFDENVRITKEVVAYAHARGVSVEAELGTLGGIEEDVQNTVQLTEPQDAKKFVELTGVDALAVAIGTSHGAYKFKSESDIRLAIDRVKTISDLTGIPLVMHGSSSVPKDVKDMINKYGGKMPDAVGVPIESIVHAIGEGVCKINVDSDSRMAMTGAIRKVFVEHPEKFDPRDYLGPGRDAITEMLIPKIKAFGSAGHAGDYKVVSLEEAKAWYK
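40 nM FBPA preincubated 10 min at RT with compound (up to 57.5 uM final), then substrate plus GAPDH/TPI/NAD/arsenate coupling and diaphorase/resazurin added. Fluorescence read after 20 min at RT, 525/598 nm.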
Numbers without * were called inactive; ? = inconclusive; / = no result given; & = joins results of further samples; [ ] = dose if it differs, or a comment. Unless noted, calls follow the shape of the dose curve; as a rule, active = well fitted curve in the direction sought with a large enough effect; inconclusive = small, poorly fitted or top-dose-only effect, or another doubt; inactive = no such curve, though single readings can be large; an effect the other way counts as inactive or inconclusive. Unless noted, % is scaled to controls: 0 for no effect and ±100 for the full control effect.

Under each structure – HCMV antiviral	AmpC detergent	HCV inhibitor	AmpC no deterg	Sm TGR inh	Giardia FBPA inh
- CCN(CCCC(=O)c1ccc(F)cc1)CCc1ccccc1
→ -9.0	-1.8%	18.7%	11.9%	14.1%	-29.7%
- COCCCNc1ncnc2sc3c(c12)CCC(C)C3 (configuration not stated)
→ -20.5	-8.6%	?	77.4%[activator]	-2.3%	1.5%
- Cc1cc(C)nc(NS(=O)(=O)c2ccc(NC(=S)NC(=O)C(C)C)cc2)n1
→ -14.4	-13.5%	23.4%	-25.1%	-35.3%	5.8%
- COc1cccc(C(c2sc3ncnn3c2O)N2CCc3ccccc3C2)c1 (configuration not stated)
→ ?	-8.0%	11.4%	-16.0%	-0.2%	-28.5%
- COc1ccc(OC)c(NC(=O)CSc2nnc(C)n2Cc2ccccc2)c1
→ -33.3	-0.8%	-20.7%	53.5%	-2.8%	-11.7%
- CCOc1ccc(CCNC(=O)C2CCN(C(=O)N3CC(CC)Oc4ccc(C)cc43)CC2)cc1 (configuration not stated)
→ -21.0	-1.0%	/	/	-1.9%	/
- CCCc1cc(C(=O)Nc2ccc(Cl)cn2)cs1
→ ?	?	-6.8%	-25.5%	-4.2%	-10.3%
- O=C1C2CCN(CC2)C12CC2c1ccc(C(F)(F)F)cc1 (configuration not stated)
→ 29.0	2.8%	8.4%	0.9%	0.8%	4.4%
- CCN(c1ccccc1)S(=O)(=O)c1nnc(NC(=O)C(C)C)s1
→ 9.9	-8.6%	16.5%	-5.9%	2.3%	6.6%
- CS(=O)(=O)N(CC(=O)N1CCOCC1)c1ccccc1
→ 20.7	0.5%	22.4%	-13.4%	-8.6%	9.0%
- CCOCCn1c(N2CCN(c3ccccc3)CC2)nc2c1c(=O)n(C)c(=O)n2C
→ -13.5	-1.7%	13.9%&-16.9%	-3.6%	2.1%	2.1%
- O=C(CSc1ncc2c(n1)-c1cc(Cl)ccc1N(Cc1ccccc1)S2(=O)=O)NCc1ccccc1
→ -19.9	1.3%	/	/	3.3%	/
- CC(C)Oc1ccc(C2CC(=O)N(c3cccc(C(=O)O)c3)C2=O)cc1 (configuration not stated)
→ 31.8	-13.2%	10.7%	-8.0%	-9.0%[11.4 µM]	4.2%
- CCc1ccc(N(CC(=O)NC)S(C)(=O)=O)cc1
→ -1.3	2.7%	2.6%	-12.5%	-4.2%	3.5%
- Cc1ccc2ncnc(Nc3ccc(C)c(C)c3)c2c1
→ -38.5	?	?	-7.5%	-5.3%	-6.4%
- Cc1ccc(-n2nc(C(=O)N3CCOCC3)cc2-c2ccc(Cl)cc2)cc1
→ -26.9	-9.4%	?	147.3%[activator]	-6.6%	-15.4%
- CC(C(=O)N1c2ccccc2Sc2ccccc21)n1nnc(-c2cccs2)n1 (configuration not stated)
→ -24.1	?	4.3%	-1.5%	4.2%	15.8%
- COc1ccc(C2=NN(C(=O)c3ccccc3)C(c3ccc(OC)c(OC)c3)C2)c(O)c1 (configuration not stated)
→ -21.2	1.0%	-26.8%	-14.6%	4.8%	-2.9%
- CCC(=O)Nc1ccccc1-c1nc2ccccc2[nH]c1=O
→ 4.2	0.0%	5.5%	-12.1%	5.0%	-5.4%
- Oc1ccc(NCc2cccc(OCc3ccccc3)c2)cc1
→ -35.8	8.5%	14.4%	-27.3%	12.6µM*	15.8µM*

In the list so far, 4 have two or more sulfur atoms:
Under each structure – HCMV antiviral	AmpC detergent	HCV inhibitor	AmpC no deterg	Sm TGR inh	Giardia FBPA inh
- Cc1cc(C)nc(NS(=O)(=O)c2ccc(NC(=S)NC(=O)C(C)C)cc2)n1
→ -14.4	-13.5%	23.4%	-25.1%	-35.3%	5.8%
- CCN(c1ccccc1)S(=O)(=O)c1nnc(NC(=O)C(C)C)s1
→ 9.9	-8.6%	16.5%	-5.9%	2.3%	6.6%
- O=C(CSc1ncc2c(n1)-c1cc(Cl)ccc1N(Cc1ccccc1)S2(=O)=O)NCc1ccccc1
→ -19.9	1.3%	/	/	3.3%	/
- CC(C(=O)N1c2ccccc2Sc2ccccc21)n1nnc(-c2cccs2)n1 (configuration not stated)
→ -24.1	?	4.3%	-1.5%	4.2%	15.8%

(next part)
Under each structure – HCMV antiviral	AmpC detergent	HCV inhibitor	AmpC no deterg	Sm TGR inh	Giardia FBPA inh
- CCOc1cccc(CC(=O)N2CCc3c([nH]c4ccccc34)C2c2ccc(SC)cc2)c1OCC (configuration not stated)
→ 19.9	1.9%	/	/	7.9%	/
- O=C(COc1ccc2c3c(c(=O)oc2c1)CCCC3)NCc1ccccn1
→ -29.2	-3.3%	0.1%	-15.7%	4.3%	/
- Cc1c(Cl)cccc1N(CC(=O)NC(C)c1ccccc1)S(C)(=O)=O (configuration not stated)
→ 47.3	2.7%	25.5%	26.5%	?	-2.0%
- CNC(=O)COC(=O)c1ccc(NC(=O)CC#N)cc1
→ -101.2*	1.0%	6.1%	-14.1%	-23.7%	5.2%
- CCN1CC(CN(C)Cc2nc(-c3ccc(OC)c4ccccc34)oc2C)CC1=O (configuration not stated)
→ 57.0	10.1%	?	215.3%[activator]	-28.9%	-7.4%
- Nc1ccc(C(=O)N/N=C/c2sc(N3CCOCC3)nc2-c2ccccc2)cc1
→ -2.8	?	?	-1.8%	-10.8%	-1.4%
- N/C(=N\OC(=O)COc1ccc(Cl)cc1Cl)c1cccnc1
→ 27.3	-6.0%	-24.6%	-21.2%	6.2%	-1.8%
- O=C1CCc2cc(S(=O)(=O)NC(C(=O)Nc3ccc(F)cc3)c3ccccc3)ccc2N1 (configuration not stated)
→ -14.6	5.4%	/	/	39.6%[activator]	/
- COc1ccccc1OCc1nnc(SCC(=O)Nc2nnc(C3CC3)s2)n1C
→ -32.2	-3.0%	-20.5%	-7.1%	-11.4%	-9.8%
- COc1ccc(Cl)cc1N(C)C(=O)c1ccc2c(=O)n3c(nc2c1)CCCCC3
→ -21.6	0.1%	/	/	-2.5%	/
- CCc1nnc(NC(=O)CSc2nccn2-c2cccc(C)c2)s1
→ -16.5	-14.4%	4.7%	-9.0%	-11.5%	-2.1%
- NS(=O)(=O)c1cc2c(cc1Cl)NCNS2(=O)=O
→ 9.2	-13.5%	1.0%[8.37 µM]	-23.1%	7.7%	-3.7%
- O=C(C1CCC(=O)N(C2CCCC2)C1)N1CCN(c2ccccc2Cl)CC1 (configuration not stated)
→ -3.6	-4.1%	-7.8%	67.2%[activator]	-35.8%	5.7%
- OCCCNc1ncnc2sc3c(c12)CCN(Cc1ccccc1)C3
→ ?	-12.0%	?	-8.4%	-26.3%	-15.5%
- Nc1cc(C(=O)O)ccc1Sc1ccccc1C(=O)O
→ -4.8	-7.4%	23.0%	194.3%[activator]	11.0%	?
- CCCC(=O)N1CCc2cc(OC)c(OC)cc2C1COc1ccc2c(C)cc(=O)oc2c1 (configuration not stated)
→ 6.6	3.3%	/	/	7.0%	/
- COc1ccccc1NC(=O)NNC(=O)CN1C(=O)COc2ccccc21
→ -28.5	-9.6%	20.7%	-13.5%	-8.1%	7.9%
- CCC1CCCCN1C(=S)Nc1cccc(S(=O)(=O)N(C)C)c1 (configuration not stated)
→ ?	0.5%	-21.8%	-13.8%	6.9%	-7.0%
- O=C(NC1CCCCCC1)c1c(O)nc2sccn2c1=O
→ -25.4	-11.0%	21.4%	-21.0%	-6.5%	/
- COc1ccc(-n2c(=O)cc(N3CC(C)OC(C)C3)[nH]c2=O)cc1 (configuration not stated)
→ 34.3	?	29.0%	-12.4%	6.9%	-3.6%
- CSc1cccc(NC(=O)C2C3C=CC4(O3)C2C(=O)N(CCCN2CCOCC2)C4C(=O)NC2CCCCC2)c1 (configuration not stated)
→ ?	-4.6%	-7.3%	2.7%	-14.4%	-14.5%
- Cc1ccc(Cl)cc1N1CCN(S(=O)(=O)c2cc3c(cc2C)NC(=O)CO3)CC1
→ ?	-5.1%	-14.9%	-45.0%	-4.5%	-0.4%
- CC1(C)CC(=O)C=C(NNC(=O)OC(C)(C)C)C1
→ 8.6	-1.8%	6.5%	23.4%	20.0%	1.0%
- CC(C)C(OC(=O)c1cc2sccc2n1C)C(=O)NCC1CCCO1 (configuration not stated)
→ -27.1	-10.6%	?	58.7%	?	1.6%
- O=C(N/C(=C/c1ccco1)C(=O)N1CCOCC1)c1cccs1
→ 22.9	-8.7%	13.6%	-11.2%	/	-13.0%
- COc1cccc(-c2nn(-c3ccccc3)cc2CN(C)C(C)c2ccon2)c1 (configuration not stated)
→ -30.8	5.8%	?	-2.2%	14.6%	-4.6%
- CCOc1ccccc1NC(=O)c1ccc(C(=O)Nc2ccccc2OCC)cc1
→ -3.6	9.9%	/	/	2.4%	/
- O=C(COc1ccccc1Cl)Nc1ccc(N2CCCC2)cc1
→ 2.7	-0.6%	?	175.8%	-25.1%	/
- C[C@H](NC(=O)N1CCn2c1nc1ccccc12)C(=O)NC1CCCCC1
→ 0.0	-8.9%	-7.4%	31.3%	-0.6%	/
- O=C1C(C=Nc2ccccc2O)=C(O)c2ccccc21
→ 41.5	-1.5%	-29.5%	-27.3%	11.6%	4.9%
- Cc1cc(C)cc(NC(N)=S)c1
→ -27.1	-10.9%	-9.7%	-20.2%	-1.9%	-7.5%
- CCOC(=O)c1c(NC(=O)C(C)N2CCN(S(=O)(=O)c3cccs3)CC2)sc2c1CCC(C)C2 (configuration not stated)
→ -5.2	?	5.3%	-33.2%	-3.3%	3.8%
- CN(C)CCNC(=O)C1CC(=O)N(c2ccc(F)c(Cl)c2)C1 (configuration not stated)
→ 39.2	-1.3%	?	0.9%	5.6%	3.9%
- CCOC(=O)c1csc(COc2ccc(OC)cc2)n1
→ 24.9	2.7%	-16.5%	-1.5%	2.7%	8.4%
- O=C(Cn1ncn2c(cc3cc(F)ccc32)c1=O)NC1CCCCC1
→ -3.3	9.3%	/	/	8.5%	/
- C/C(=N\N1CCN(c2ccccc2)CC1)c1ccco1
→ -6.8	3.7%	1.4%	-5.8%	1.8%	5.3%
- CCCNC(=O)c1onc(CSc2ccc(Cl)cc2)c1C(=O)NC(C)C
→ 11.4	-11.5%	?	-0.2%	0.2%	/
- COC(=O)c1ccccc1NC(=O)c1onc(C)c1Cl
→ -3.4	6.0%	-6.9%	-18.8%	-1.7%	5.5%
- CCOC(=O)CSc1nsc(SCC(=O)OCC)c1C#N
→ -3.5	-7.6%	0.1%	-18.2%	-14.4%	14.2%
- Cc1ccc(CCNC(=O)c2ccc3nc4ccc(Cl)cc4c(=O)n3c2)cc1
→ ?	?	-9.6%	-13.0%	-2.6%	1.6%
- C=CCN1C(=O)/C(=C2/Sc3ccccc3N2C)SC1=Nc1ccccc1C
→ 16.8	?	0.1%	-15.4%	-7.6%	2.2%
- CCCC(=O)C1=C(O)C(C(=O)OC)C(C)(C)CC1=Nc1ccc(Br)cc1 (configuration not stated)
→ -24.8	9.7%	-5.9%	58.7%	20.3%	1.8%
- Clc1ccc(OCCCc2nc(-c3cccnc3)no2)c(Cl)c1
→ -5.3	-2.0%	-9.3%	74.4%[activator]	1.6%	-1.1%
- Cc1cccc(N2C(=NC(=O)c3ccccc3)SC3CS(=O)(=O)CC32)c1 (configuration not stated)
→ 21.0	-4.9%	2.1%	8.7%	-2.1%	/
- CCSc1nnc(NC(=O)C(CC)Oc2ccccc2)s1 (configuration not stated)
→ -19.4	-10.8%	2.0%	-19.7%	1.3%	20.8%

High-throughput results as filed in PubChem BioAssay.
